# From PubChem BioAssay
# Ecoli WT expand: growth inhibitors of E. coli BW25113 wild type; hit rate 0.15% among 98,000; growth inhibition, % at 100 µM; OD600 absorbance;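 active = growth inhibition above about 50% at one test dose, limit read from the data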;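 also: growth measured after 20 h incubation at 37 °C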
# LYP act: increases human PTPN22 phosphatase activity | recombinant LYP, DiFMUP fluorescence; 0 = plate median, 100 = signal doubled | activation, % at 2 µM | hit rate 0.11% among 96,000;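 active = activation at 2 µM above a set limit, the mean plus 5 SD, cut at about 37% in these data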
# PTPN22 inh 2: LYP (human) phosphatase inhibition | Q9Y2R2 | recombinant LYP catalytic domain, DiFMUP fluorescence | inhibition, % at 2 µM | hit rate 0.21% among 96,000;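 active = inhibition at 2 µM at or above a set limit, the screen mean plus 3 SD, cut at about 24% in these data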;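 also: 0% = DMSO with enzyme and 100% = enzyme fully blocked by orthovanadate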
# hDAT+cocaine: human DAT dopamine uptake with cocaine, either direction; AID 449768; B-score at 10 µM; LLC-PK1 hDAT cells, [14C]-dopamine uptake with cocaine IC80; actives deviate in either direction; hit rate 1.3% among 110,000;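 active = Z score or B-score, a plate-position-corrected score, falls beyond the plate's 99.7% confidence bounds, in either direction; inactive = both scores lie inside the 99.7% bounds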;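 also: scored against the spread of the other compound wells on the same plate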
# Target sequence (Q01959 whole entry, looked up): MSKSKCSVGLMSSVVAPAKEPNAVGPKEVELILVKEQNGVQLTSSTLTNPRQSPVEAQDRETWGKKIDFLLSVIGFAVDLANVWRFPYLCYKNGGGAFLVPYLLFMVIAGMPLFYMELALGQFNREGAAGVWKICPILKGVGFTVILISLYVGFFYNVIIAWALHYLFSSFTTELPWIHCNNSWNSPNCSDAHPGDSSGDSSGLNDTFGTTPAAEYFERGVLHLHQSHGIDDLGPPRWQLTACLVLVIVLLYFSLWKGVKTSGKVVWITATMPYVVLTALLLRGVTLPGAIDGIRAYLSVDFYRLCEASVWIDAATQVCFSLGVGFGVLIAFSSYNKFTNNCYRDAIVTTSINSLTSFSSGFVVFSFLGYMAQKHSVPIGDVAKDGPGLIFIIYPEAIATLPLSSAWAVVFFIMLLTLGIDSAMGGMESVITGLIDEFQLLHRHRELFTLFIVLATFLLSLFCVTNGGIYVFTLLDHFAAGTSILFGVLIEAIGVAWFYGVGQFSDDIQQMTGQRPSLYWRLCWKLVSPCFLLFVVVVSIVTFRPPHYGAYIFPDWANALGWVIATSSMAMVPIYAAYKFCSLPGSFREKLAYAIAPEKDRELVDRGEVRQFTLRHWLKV
# CYP2C9 activ: CYP2C9 (human) activation | hit rate 1.4% among 96,000 | P11712 | recombinant CYP2C9, luciferin-H conversion, luminescence; active compounds read high; factor 1 = untreated enzyme, 0 = blocked | activation factor at 5 µM | AID 1024;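 active = activation factor of 2 or more for CYP2C9 at a 5 µM dose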;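 also: 0 = sulfaphenazole-blocked wells and 1 = vehicle-only wells; values of inactives mirror those of a sister screen read the other way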
# Target sequence (P11712 whole entry, looked up): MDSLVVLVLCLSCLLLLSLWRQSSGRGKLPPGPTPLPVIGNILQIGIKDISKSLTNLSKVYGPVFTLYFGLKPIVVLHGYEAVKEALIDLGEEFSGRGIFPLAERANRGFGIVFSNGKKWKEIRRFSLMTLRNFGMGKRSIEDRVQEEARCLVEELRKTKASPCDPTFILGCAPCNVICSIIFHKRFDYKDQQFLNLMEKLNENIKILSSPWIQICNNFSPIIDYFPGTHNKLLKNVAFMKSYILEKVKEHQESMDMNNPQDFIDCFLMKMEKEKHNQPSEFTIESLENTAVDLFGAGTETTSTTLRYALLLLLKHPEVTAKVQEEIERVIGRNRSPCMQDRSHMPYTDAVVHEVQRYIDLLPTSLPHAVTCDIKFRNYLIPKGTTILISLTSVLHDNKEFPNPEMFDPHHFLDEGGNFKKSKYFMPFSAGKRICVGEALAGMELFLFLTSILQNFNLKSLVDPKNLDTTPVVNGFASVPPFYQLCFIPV
# CYP2C9 inh: inhibitors of human CYP2C9; P11712; CYP2C9 Supersomes, luciferin-H conversion, luminescence; inhibition, % at 5 µM; hit rate 20% among 96,000;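 active = blocking of liver enzyme CYP2C9 beyond about 50% at 5 µM, limit read from the data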; also: values of inactives mirror those of a sister screen read the other way
# PostGolgi yeast: growth inhibition of a yeast mutant, post-Golgi transport screen. post-Golgi transport phenotypic cell assay. inhibition, % at 10 µM. AID 739. hit rate 0.9% among 98,000; in the data active = inhibition above about 30%;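 also: yeast cells grown in 1536-well plates; yeast grown about 18 h at 30C before absorbance read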
# An asterisk follows results filed as active; x = no result given. These rows are one share of the data; count on the stated rates, not on these rows.
SMILES,Ecoli WT expand,LYP act,PTPN22 inh 2,hDAT+cocaine,CYP2C9 activ,CYP2C9 inh,PostGolgi yeast
C=C1[C@@H](C)C2[C@H](Cc3ccccc3)NC(=O)[C@]23OC(=O)CC[C@H](O)CCC[C@H](C)C/C=C/[C@H]3[C@@H]1O (stereo partly specified),x,x,x,-0.013,x,x,x
COC(=O)/C=C/c1ccc2c(c1)S(=O)(=O)N(c1cccc(OC)c1)[C@H]2CC(=O)OC,x,x,x,0.039,x,x,x
CC#CCN1c2ccccc2[C@]23C[C@@H](C(=O)OC)N(C(=O)OCC)C2=NC(C(=O)OC)=C(C(=O)OC)[C@H]13,x,x,x,0.47,x,x,x
C#CCCOC(=O)N1C2=NC(C(=O)OC)=C(C(=O)OC)[C@@H]3N(CC=C)c4ccccc4[C@]23C[C@H]1C(=O)OC,x,x,x,1.6,x,x,x
C=C(C)C(=O)Nc1cccc(C2=NOC3(C2)C[C@@H](C(N)=O)N(C(=O)CC(c2ccccc2)c2ccccc2)C3)c1 (stereo partly specified),x,x,x,-0.031,x,x,x
Nc1ncnc2c1nc(Sc1ccc(Cl)cc1)n2[C@@H]1O[C@@H]2COP(=O)(O)O[C@H]2[C@H]1O,x,x,x,-0.21,x,x,x
CCCN(CCC)S(=O)(=O)c1ccc(C(=O)O)cc1,x,x,x,0.17,x,x,x
Clc1cccc(C2=NOC(c3nnc(-c4ccccc4)o3)C2)c1 (stereo unspecified),x,x,x,0.48,x,x,x
CCC(C)[C@@H](C(=O)N1CCNCC1)n1cc(CCCCN)nn1 (stereo partly specified),x,x,x,-0.57,x,x,x
O=C(Oc1cc(=O)oc2ccccc12)c1ccccc1,x,x,x,-0.5,x,x,x
C=CCNc1cccc(Br)c1,x,x,x,0.23,x,x,x
NC1=NC[C@H](c2ccccc2)N1CCCCC1CCCCC1,x,x,x,-2.1,x,x,x
COc1ccccc1C1=NOC(C)(c2sc(-c3ccccc3)nc2C)C1 (stereo unspecified),x,x,x,0.033,x,x,x
O=C1C=C(O)c2c(O)cc(O)c(O)c2C1=O,x,x,x,-1.2,x,x,x
COC(C/C=C\C(=O)COCc1ccccc1)OC,x,x,x,-0.7,x,x,x
CCCN1CCC(=O)N(CCSc2ccc(C)cc2)CC1,x,x,x,-0.79,x,x,x
C#CCNC(=O)C1=C[C@H](C(C)(C)C)C[C@H](OCc2ccc(CO)cc2)O1,x,x,x,-0.53,x,x,x
CC(C)(O)C(O)COc1c2ccoc2cc2oc(=O)ccc12 (stereo unspecified),x,x,x,0.1,x,x,x
C=C(C)C(=O)Nc1cccc(C2=NOC3(C2)C[C@@H](C(N)=O)N(C(=O)CCCCC)C3)c1 (stereo partly specified),x,x,x,-0.029,x,x,x
O=C1CCN(Cc2ccccc2)CCN1CCO,x,x,x,0.18,x,x,x

# 12 entries from above, sorted by molecular weight, high to low:
SMILES,Ecoli WT expand,LYP act,PTPN22 inh 2,hDAT+cocaine,CYP2C9 activ,CYP2C9 inh,PostGolgi yeast
C=C(C)C(=O)Nc1cccc(C2=NOC3(C2)C[C@@H](C(N)=O)N(C(=O)CC(c2ccccc2)c2ccccc2)C3)c1 (stereo partly specified),x,x,x,-0.031,x,x,x
C#CCCOC(=O)N1C2=NC(C(=O)OC)=C(C(=O)OC)[C@@H]3N(CC=C)c4ccccc4[C@]23C[C@H]1C(=O)OC,x,x,x,1.6,x,x,x
CC#CCN1c2ccccc2[C@]23C[C@@H](C(=O)OC)N(C(=O)OCC)C2=NC(C(=O)OC)=C(C(=O)OC)[C@H]13,x,x,x,0.47,x,x,x
COC(=O)/C=C/c1ccc2c(c1)S(=O)(=O)N(c1cccc(OC)c1)[C@H]2CC(=O)OC,x,x,x,0.039,x,x,x
C=C(C)C(=O)Nc1cccc(C2=NOC3(C2)C[C@@H](C(N)=O)N(C(=O)CCCCC)C3)c1 (stereo partly specified),x,x,x,-0.029,x,x,x
COc1ccccc1C1=NOC(C)(c2sc(-c3ccccc3)nc2C)C1 (stereo unspecified),x,x,x,0.033,x,x,x
C#CCNC(=O)C1=C[C@H](C(C)(C)C)C[C@H](OCc2ccc(CO)cc2)O1,x,x,x,-0.53,x,x,x
CCCN1CCC(=O)N(CCSc2ccc(C)cc2)CC1,x,x,x,-0.79,x,x,x
CCCN(CCC)S(=O)(=O)c1ccc(C(=O)O)cc1,x,x,x,0.17,x,x,x
O=C(Oc1cc(=O)oc2ccccc12)c1ccccc1,x,x,x,-0.5,x,x,x
COC(C/C=C\C(=O)COCc1ccccc1)OC,x,x,x,-0.7,x,x,x
O=C1CCN(Cc2ccccc2)CCN1CCO,x,x,x,0.18,x,x,x

# Remaining list, next part
SMILES,Ecoli WT expand,LYP act,PTPN22 inh 2,hDAT+cocaine,CYP2C9 activ,CYP2C9 inh,PostGolgi yeast
COC(=O)CCC(=O)OC1(C)C(=O)C2=CN(CCc3c[nH]c4ccccc34)C(c3ccc(OC)cc3)=CC2=C(Br)C1=O (stereo unspecified),x,x,x,0.11,x,x,x
C[N+](C)(C)CCCCCC[N+](C)(C)C,x,x,x,-1.6,x,x,x
NC(N)=N/N=C/c1c(Cl)cccc1Cl,x,x,x,0.58,x,x,x
CC1=CC(=O)[C@H]2C(C)(C)CCC[C@]2(C)[C@@]1(O)CO,x,x,x,0.082,x,x,x
C#CCNC(=O)C1=C[C@@H](C2CC2)[C@H](CCCO)[C@@H](OCC)O1,x,x,x,-0.16,x,x,x
Cc1oc2c(c1C(=O)N1CCC(C)CC1)C(=O)c1ccccc1C2=O,x,x,x,-1.5,x,x,x
CC[C@@H](C)[C@@H](C(=O)N1CCN(C(=O)OC(C)(C)C)CC1)n1cc(CCCN=C(NC(=O)OC(C)(C)C)NC(=O)OC(C)(C)C)nn1,x,x,x,0.79,x,x,x
C/C=C/C(=O)Nc1cccc(C2=NOC3(C2)C[C@@H](C(N)=O)N(C(=O)/C(C)=C/C)C3)c1 (stereo partly specified),x,x,x,-1.2,x,x,x
COc1cc(C(=O)NC2CCCNC2)cc(OC)c1OC (stereo unspecified),x,x,x,0.093,x,x,x
C#CCOCCOCCOCCNc1nc(N2CCN(C(=O)C(Cc3ccc(O)cc3)n3cc(C(N)CC(C)C)nn3)CC2)nc(N2CCN(C(=O)C(Cc3cc4ccccc4[nH]3)n3cc(C(N)Cc4ccc(O)cc4)nn3)CC2)n1 (stereo unspecified),x,x,x,0.5,x,x,x
CCO[C@H]1OC(C(=O)N2CCN(Cc3ccc4c(c3)OCO4)CC2)=C[C@@H](c2csc3ccccc23)[C@@H]1CCCO,x,x,x,-0.055,x,x,x
COC(=O)c1cccc(C23CC4(C2)[C@H](CN(Cc2ccc(C(F)(F)F)cc2)[C@@H]4c2ccccc2)C3c2ccc(Cl)nc2)c1 (stereo partly specified),x,x,x,-1.1,x,x,x
COC(=O)CCCC1=CC2=CC(=O)C(C)(OC(=O)CCc3ccccc3)C(=O)C2=CO1 (stereo unspecified),x,x,x,-0.041,x,x,x
NC1=NC[C@H](Cc2ccccc2)N1CCc1cc(C(F)(F)F)cc(C(F)(F)F)c1,x,x,x,-0.59,x,x,x
C[C@@H](C(=O)N1CCNCC1)n1cc(CCCN=C(N)N)nn1,x,x,x,-0.15,x,x,x
O=C(C1=C[C@@H](c2ccc(Br)cc2)C[C@@H](OCc2ccc(CO)cc2)O1)N1CCN(Cc2ccccc2)CC1,x,x,x,0.41,x,x,x
CC(C)(C)OC(=O)[C@H](Cc1ccccc1)NC(=O)c1nc[nH]c1C(=O)NC1CCN(C(=O)OC(C)(C)C)CC1,x,x,x,0.014,x,x,x
O=C(NC1CC1)C1=C[C@@H](C2CCCCC2)C[C@@H](OCCCCO)O1,x,x,x,-0.093,x,x,x
O=C(CCc1nc2ccccc2[nH]1)Nc1ccccc1F,x,x,x,0.89,x,x,x
CCCCCCC12CCC(C(=O)O)(CC1)CC2,x,-2,2,0.41,x,x,x
c1csc(Cc2nc(-c3ccc(-n4cccc4)cc3)no2)c1,x,-9,6,-1.2,x,x,x
COc1ccc(N=CC2=C(Nc3ccc(OC)cc3)c3c(C)nn(-c4ccccn4)c3CC2)cc1,x,-10,11,-0.002,x,x,x
O=C(O)c1cc(-c2ccccc2)n[nH]1,x,0,-3,-0.42,x,x,x
COc1ccc(Br)cc1CNC(=O)C1CCC(=O)N1C(C)C (stereo unspecified),x,-5,2,-0.072,x,x,x
Brc1ccc(-c2nnc(-c3cccnc3)c3conc23)cc1,x,13,-18,-1.3,x,x,x
COc1ccc(NC(=O)N(Cc2ccc(C)cc2)Cc2ccccn2)c(OC)c1,x,-3,0,-1.6,x,x,x
COC(=O)CCC(=O)Nc1nc(-c2ccccc2)cs1,x,-9,6,1,x,x,x
O=C(CN1CCCN(S(=O)(=O)c2ccc(Br)cc2)CC1)Nc1ccc2cn[nH]c2c1,x,-5,4,0.38,x,x,x
CCN(CC)CCCN1C(=O)C(O)=C(C(=O)c2cccs2)C1c1ccccn1 (stereo unspecified),x,-12,11,-0.12,x,x,x
CCn1c(SCC(=O)N2CCN(c3ccccc3)CC2)nnc1-c1ccncc1,x,-2,1,-1.3,x,x,x
CC(C)CCNC(=O)Cn1c(NCCC(C)C)nc2c1c(=O)n(C)c(=O)n2C,x,10,-11,-0.28,x,x,x
CN1CCN(c2ccccc2NS(=O)(=O)c2ccc3c(c2)CCN3C(=O)C2CCC2)CC1,x,-8,12,0.056,x,x,x
CCC(=O)N=c1sc2cc(F)cc(F)c2n1C,x,3,-6,1.1,x,x,x
CSC1=NCCN1C(=O)C(C)(C)Oc1ccc(Cl)cc1,x,-4,1,-0.21,x,x,x
Cc1cc(C)nc(Nc2n[nH]c(Cc3ccccc3)n2)n1,x,5,-10,0.029,x,x,x
O=C(NCCN1CCOCC1)c1ccc(CS(=O)(=O)c2ccc(Br)cc2)o1,x,-2,-1,-0.54,x,x,x
CCCn1c(=O)n(C)c(=O)c2c(SCc3cc(C(C)=O)ccc3OCC)nc(C3CC3)nc21,x,-15,11,1.3,x,x,x
CCC(c1nnnn1C(C)(C)C)N(Cc1cccs1)Cc1cc2cc(C)c(C)cc2n2nnnc12 (stereo unspecified),x,-4,3,-0.019,x,x,x
CC(C)(C)C(C(Oc1ccc(Cl)cc1)n1cncn1)n1nnnc1C(c1cccc(Cl)c1)N1CCCCC1 (stereo unspecified),x,-13,13,-0.71,x,x,x
Clc1cccc(-c2cc3nc4c(c(N5CCNCC5)n3n2)CCCC4)c1,x,1,-3,0.24,x,x,x
CC(C)Sc1nnc2n(CCc3ccccc3)c(=O)c3c4c(sc3n12)COC(C)(C)C4,x,-5,0,0.32,x,x,x
CC(NC(=O)c1cc2c(=O)n(C)c3ccccc3c2n1C)c1ccc2c(c1)OCCO2 (stereo unspecified),x,8,-9,0.31,x,x,x
CN(CCNC(=O)C1CC(=O)N(C2CCCC2)C1)Cc1ccccc1 (stereo unspecified),x,1,-4,-0.82,x,x,x
CC(=O)C1=C(O)C(=O)N(Cc2cccnc2)C1c1ccc(C)cc1 (stereo unspecified),x,-3,2,-0.34,x,x,x
O=C(CCS(=O)(=O)c1ccccc1)Nc1nc(-c2ccccn2)cs1,x,-15,13,0.73,x,x,x
Cc1cccc2cc(C#N)c(SCCN3CCCCC3)nc12,x,-7,3,0.22,x,x,x
CN1CCN(C(=O)c2ccc3c(c2)N(Cc2cccc(Cl)c2)C(=O)c2ccccc2S3=O)CC1 (stereo unspecified),x,4,-7,-1.3,x,x,x
CC1CCCC(N2CCN(C(=O)c3ccc(F)cc3)CC2)C1 (stereo unspecified),x,-4,2,-0.75,x,x,x
NC(=O)C1CCN(CCCNC2CC(=O)N(Cc3ccc(N4CCCC4=O)cc3)C2=O)CC1 (stereo unspecified),x,7,-10,-0.083,x,x,x
Cc1cc(C)c2cc(C#N)c(N3CCCN(S(=O)(=O)c4ccccc4)CC3)nc2c1,x,4,-3,0.67,x,x,x
CCC(=O)N=c1sc2c(OC)ccc(OC)c2n1C,x,-5,2,-0.41,x,x,x
COc1ccc(NC(=O)N(CCCN2CCOCC2)Cc2cccnc2)c(OC)c1,x,-3,0,0.2,x,x,x
Cc1ccc(-c2nc(C(=O)NC3CCCCCC3)no2)cc1,x,-6,4,0.16,x,x,x
COc1ccc(-c2nnc(SCC(=O)N3CCCC3)o2)cc1OC,x,-1,0,0.21,x,x,x
CCC1CCCCN1Cc1nc2c(c(=O)n(C)c(=O)n2C)n1Cc1ccccc1 (stereo unspecified),9,x,x,0.92,x,x,7
CC(C)(C)Nc1ncnc2c1cnn2-c1ccccc1,x,x,x,1.1,0.4,63*,x
